# TAG inh: triacylglycerol accumulation inhibition. inhibition, % at 12.5 µM. 0.66% of 230,000 active. H9c2 cells, Nile Red lipid (TAG) fluorescence; cells loaded with 200 µM oleic acid;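 active means pattern-corrected inhibition of lipid staining of at least 50% with the nuclear-stain viability signal not falling by more than 50%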;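 further: 0% = DMSO wells and 100% = triacsin C control wells; some results filed as inactive read as strong as hits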
# TAG inh DAPI viability: also measured in TAG inh; calls as there; DAPI nuclei signal change (viability), lower = more cytotoxic, %;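 whole-well DAPI fluorescence read on a plate reader as a viability signal; minus 50 percent equals half of cells still viable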
# Active calls of the source: *. Not all compounds are listed, so the mix of outcomes need not match the whole.
SMILES | TAG inh | TAG inh DAPI viability
Cc1cc(C)nc(SCc2nnc(SCC(=O)Nc3nc(-c4ccccc4)cs3)n2-c2ccccc2)n1 | -10 | 2
O=C(CN1CCN(Cc2ccccc2Cl)C1=O)NCc1ccccn1 | -3 | 2
CC(=O)N/N=C(\C)c1cccc(C(F)(F)F)c1 | -2 | 3
CCOC(=O)NC1=NCC(C)(C)S1 | -1 | 0
Clc1ccc(CNc2ncnc3[nH]ncc23)c(Cl)c1 | -19 | 2
COc1ccc(C(C)NC(=O)CC23CC4CC(CC(C4)C2)C3)cc1 (stereo not given) | -3 | -2
O=C(Nc1ccc(CN2CCOCC2)cc1)c1ccccc1F | -8 | 4
COc1ccc(/C=N/NC(=O)c2ccc(NC(=O)c3cccc([N+](=O)[O-])c3)cc2)c(OC)c1 | 2 | 1
CC(=O)NS(=O)(=O)c1cccnc1Nc1ccc(Cl)cc1 | 24 | -24
O=C(CSc1ncnc2scc(-c3ccccc3)c12)Nc1ccc(C(=O)O)cc1 | -5 | 3
COc1ccccc1NC(=O)CSc1nnnn1-c1ccc(C)cc1 | -40 | 4
CCN(CC(=O)NC1CCS(=O)(=O)C1)C(=O)/C=C/c1cccs1 (stereo not given) | 17 | -3
COc1cc(/C=N/n2nnnc2N)cc(OC)c1OC | 1 | 15
COc1ccc(C(=O)N(C)CCOc2ccc(Cl)cc2)cc1S(=O)(=O)N1CCCC1 | -7 | -3
Cc1cc(C(=O)COc2ccccc2Cl)c(C)n1C1CC1 | -22 | -1

# Four compounds from above, ordered by heavy-atom count, high to low.
SMILES | TAG inh | TAG inh DAPI viability
O=C(CSc1ncnc2scc(-c3ccccc3)c12)Nc1ccc(C(=O)O)cc1 | -5 | 3
O=C(CN1CCN(Cc2ccccc2Cl)C1=O)NCc1ccccn1 | -3 | 2
Cc1cc(C(=O)COc2ccccc2Cl)c(C)n1C1CC1 | -22 | -1
Clc1ccc(CNc2ncnc3[nH]ncc23)c(Cl)c1 | -19 | 2

# Other compounds.
SMILES | TAG inh | TAG inh DAPI viability
O=C(O)c1ccc2c(c1)N(Cc1ccccc1)C(=O)c1ccccc1S2 | 1 | -3
CCC(C(=O)OCC(=O)c1ccc(OC)cc1OC)c1ccccc1 (stereo not given) | -11 | -1
CCC(=O)Nc1sc2c(c1C(=O)OC)CCN(Cc1ccccc1)C2 | 17 | -16
COc1ccc(CC(=O)NCCS(=O)(=O)N2CCN(c3ccccc3)CC2)cc1OC | 1 | -4
COC(=O)[C@@H](CC(C)C)NS(=O)(=O)N(Cc1ccccc1)[C@@H](CC(C)C)C(=O)OC | 20 | -1
COc1ccc(C(=O)NCC2OCCc3ccccc32)cc1 (stereo not given) | -4 | 5
Cc1ccc(C)c(NC(=O)c2nc(Cl)ccc2Cl)c1 | 4 | 6
Cc1cc(N=Cc2c(O)n(-c3cccc(Cl)c3)c(=O)c3ccccc23)no1 | 13 | 10
CC(C)Oc1ccc(C(=O)OC(C)C(=O)NC2CCCCC2C)cc1 (stereo not given) | 20 | 9
O=C1CC(c2ccco2)CC2=C1C=Nc1ccccc1N2 (stereo not given) | -25 | 11
COc1ccc(C2=NO[C@@H]3C(=O)N(c4cccc(C)c4C)C(=O)[C@H]23)cc1OC | -1 | 1
CC1CN(C(=O)COC(=O)c2c(Cl)cccc2Cl)CC(C)O1 (stereo not given) | 6 | 2
CC(=O)c1ccc(S(=O)(=O)NCCc2csc(-c3cccnc3)n2)cc1 | -9 | 6
O=C(COc1ccc(F)cc1Cl)Nc1cccc(S(=O)(=O)N2CCCC2)c1 | -9 | -3
CCc1ccc(OC2(C)CCN(Cc3ccc4c(c3)OCCO4)C2)cc1 (stereo not given) | -15 | 16

# Compounds listed so far that have a COOH group (two):
SMILES | TAG inh | TAG inh DAPI viability
O=C(CSc1ncnc2scc(-c3ccccc3)c12)Nc1ccc(C(=O)O)cc1 | -5 | 3
O=C(O)c1ccc2c(c1)N(Cc1ccccc1)C(=O)c1ccccc1S2 | 1 | -3

# Additional compounds follow.
SMILES | TAG inh | TAG inh DAPI viability
CN1C[C@@H]2[C@@H]3C(=O)N(Cc4ccccc4)C(=O)[C@@H]3[C@](Cc3ccccc3)(C1=O)N2C(=O)c1ccc(Br)cc1 | 3 | 21
CCN(CC)S(=O)(=O)c1cccc(NC(=O)CSc2nnc(N)s2)c1 | -3 | 5
Cc1cc(C)c(OCC(=O)OCC(=O)NCc2ccco2)c(C)c1 | 5 | 1
O=C(CCC(=O)N1CCSc2ccccc21)NCc1ccc(Cl)cc1 | -2 | -7
COc1ccc(/C=C/C(=O)Nc2c(C(=O)O)[nH]c3ccccc23)cc1OC | 8 | -5
CC1CCCCC1NC(=O)CNC(=O)c1ccco1 (stereo not given) | 10 | 0
O=C(NCCN1CCCC1)c1ccc(Cn2c(=S)[nH]c3ccc(Br)cc3c2=O)cc1 | 12 | 24
COc1ccc(/C=N/n2cncn2)cc1Cn1nc(C)c([N+](=O)[O-])c1C | -1 | -1
Cn1c(=O)c2c(nc3n2CC(O)CN3c2ccccc2)n(C)c1=O (stereo not given) | -7 | 3
CN(C)CCCN(C(=O)c1ccco1)c1nc2ccc(Cl)cc2s1 | 15 | 1
COc1cccc(-c2nn(C)c3sc(C(=O)N4CCN(c5ccccc5)CC4)cc23)c1 | -1 | -9
CCOC(=O)C(=CNNc1cccc(Cl)c1)C(=O)OCC | 7 | -8
O=C(CN1CCN(C(=O)C2COc3ccccc3O2)CC1)Nc1ccccc1 (stereo not given) | -1 | -15
COC(=O)C1=C(C(=O)OC)C(c2cc([N+](=O)[O-])ccc2O)c2sc(=O)[nH]c2S1 (stereo not given) | 0 | 2
NS(=O)(=O)c1ccc(CCNS(=O)(=O)c2cccs2)cc1 | 5 | -5
O=C(CNS(=O)(=O)c1c(Cl)cccc1Cl)N1CCCCCC1 | -2 | 5
Cc1nc(-c2cccnc2)sc1C(=O)Nc1ccc(Cl)cc1 | 11 | 11
Cc1ccc(S(=O)(=O)c2c(C)nn(C(C)(C)C)c2OC(=O)c2ccc(Br)o2)cc1 | 4 | 4
CCCNC(=O)NC(=O)CSc1cccc(C(F)(F)F)c1 | 7 | 1
CCC(C(=O)NCc1ccco1)N(Cc1cccs1)C(=O)CNS(=O)(=O)c1ccccc1 (stereo not given) | -15 | 0
CCSC1=NCCN1C(=O)Cc1ccc(-c2ccccc2)cc1 | -4 | 0
N#CC1=C(N)NC(SCC(=O)Nc2ccc(Br)cc2)=C(C#N)C12CCCCC2 | -5 | 5
O=C(CCSCCC(=O)NN=Cc1ccccc1)NN=Cc1ccccc1 | 7 | 8
CC(NC(=O)c1ccc(OC2CCN(Cc3ccccn3)CC2)cc1)c1nccs1 (stereo not given) | 14 | -14
CN(CCc1ccccc1)C(=O)c1cccc(NC(=O)Cc2cccc(NC(=O)C3CCCN(C(=O)c4ccccc4)C3)c2)c1 (stereo not given) | 30 | -4
NC(Cc1ccc(F)cc1)c1csc(Nc2nncc3ccccc23)n1 (stereo not given) | 43 | 2
COc1ccc2cc(CCNC(=O)c3ccc4c(c3)OCO4)c(=O)[nH]c2c1 | 5 | 1
CC(=O)c1c(C(C)=O)c(C)n(NC(=O)c2ccccc2Cl)c1C | 20 | -12
CCSc1cc(C)nc2c(-c3ccccc3)cnn12 | 12 | -2
CC(=O)Nc1ccc(NC2=CC(=O)CC(C)(C)C2)cc1 | -5 | 5
COc1ccc(-n2c(=O)c(CCC(=O)N3CCN(c4cccc(OC)c4)CC3)nc3ccccc32)cc1 | 24 | -10
O=C(c1ccco1)N1CCN(S(=O)(=O)c2cccc3nsnc23)CC1 | 12 | -9
CC(=O)N1CCN(S(=O)(=O)c2cccc(C(=O)Nc3nccs3)c2)CC1 | -24 | 9
Cc1ccc2c(=O)cc(C(F)F)oc2c1 | -1 | 0
C[C@H](CO)N1C[C@H](C)[C@@H](CN(C)Cc2ccc3c(c2)OCCO3)OCc2cnnn2CCCC1=O | -9 | 6
Cc1cnc(C(=O)OCC(=O)NC(C)c2ccccc2)cn1 (stereo not given) | 3 | 1
CN(C)c1nc(N(C)C)nc(N(C#N)CN2C(=O)c3ccccc3S2(=O)=O)n1 | -11 | 16
CCOc1ccc(NC(=O)NNC(=O)c2ccc(Cl)cc2Cl)cc1 | 9 | -9
CCc1nnc(NS(=O)(=O)c2ccc(N/C=C/C(=O)c3ccc(OC)cc3)cc2)s1 | 5 | 1
Cn1c(C(=O)NCCN2CCN(c3ccccc3F)CC2)cc2c(=O)n(C)c3ccccc3c21 | -10 | 12
CNc1cnc(-c2cccc(C(=O)N3CCOCC3)c2)cn1 | 12 | -8
Cc1ccccc1C(=O)Nc1nc(=S)ss1 | 2 | -3
CC(C)(C)OC(=O)NC(CO)c1cn([C@@H](Cc2cc3ccccc3[nH]2)C(=O)N2CCN(C(=O)OC(C)(C)C)CC2)nn1 (stereo not given in full) | -6 | -10
CC1=CCC(C(=O)O)C(C(=O)Nc2cccnc2)C1 (stereo not given) | -1 | 7
COc1ccc(C(=O)C=Cc2cccs2)c(O)c1 | -2 | 2
C=CCSc1nccc(-c2cc(Cl)sc2Cl)n1 | -10 | 6
COc1ccc2c(c1)c(=Cc1ccc(N(C)C)cc1)c1cc(-c3ccccc3)[n+](C)n12 | 86 | -67
CC(C)Cn1c(N)c(C(=O)COC(=O)c2ccc(Br)cc2)c(=O)n(C)c1=O | -37 | 12
O=C(NCCc1ccc(F)cc1)C(=O)NCC1CCCN1S(=O)(=O)c1ccccc1 (stereo not given) | 16 | -14
COc1ccc(S(=O)(=O)N2CCCCC2)cc1NC(=O)c1ccc([N+](=O)[O-])o1 | 81 | -53
COc1ccccc1C(=O)OCC(=O)Nc1cccc(S(=O)(=O)NC2=NCCCCC2)c1 | 4 | 0
O=C(c1ccc(OC2CCN(Cc3ccccn3)CC2)cc1)N1CCC[C@H]1CO | -12 | -2
CCOC(=O)N1CCN(c2c(NCCOC)c(=O)c2=O)CC1 | 11 | 0
O=C(Nc1cccc(Br)c1)c1ccc2c(c1)SC1=NS(=O)(=O)CCN12 | 41 | -16
CN1CCN(C(=O)C(=O)c2cn(CC(=O)N3CCCC3)c3ccccc23)CC1 | -22 | 1
Cc1ccc(C(=O)N[C@H](C(=O)NC2CCCCC2)C(C)C)cc1 | -3 | -1
Cc1cc(SCC(=O)N2c3ccccc3NC(=O)CC2C)nc2ccccc12 (stereo not given) | 22 | -7
CC(=O)Nc1ccc(NC(=O)COC(=O)CCNS(=O)(=O)c2c(Cl)cccc2Cl)cc1 | -5 | -9
CCc1nc2ccc(C(=O)NCCCn3ccnc3)cn2c1N(C)C(=O)COc1ccccc1 | 15 | 3
O=S(=O)(Nc1ccc(-c2cn3ccccc3n2)cc1)c1ccccc1 | 3 | 1

# Next part:
SMILES | TAG inh | TAG inh DAPI viability
CC(NS(=O)(=O)/C=C/c1ccccc1)C(=O)NCCc1ccc(S(N)(=O)=O)cc1 (stereo not given) | 5 | -5
Cc1ccc(C(=O)C2C(c3ccc(-c4ccccc4[N+](=O)[O-])o3)NC(=O)NC2(O)C(F)(F)F)cc1 (stereo not given) | 1 | -7
COc1ccc2c(c1)c1ncn(Cc3ccccn3)c(=O)c1n2C | -20 | 14
Cc1ccc(C(=O)OCc2nc3ccccc3s2)o1 | 9 | -5
COc1cccc(/C=C/C(=O)N2CCN(c3n[nH]c(=O)[nH]c3=O)CC2)c1OC | -1 | -2
CCC(C)C(=O)Nc1nc2ccc(OC)cc2s1 (stereo not given) | -8 | 7
Cc1cccc(N2C(=O)CS/C2=N\NC(=O)c2cccnc2)c1C | 2 | -13
Nc1n[nH]c(N)c1N=Nc1ccc(F)cc1 | 15 | -6
Cc1cc(NC(=O)CSc2c(C)[nH]c3ccccc23)no1 | -9 | -3
COc1ccccc1CNC(=O)C(=O)NCC1CCCO1 (stereo not given) | 11 | -3
CC(=O)c1ccc(Oc2nc3c(c(=O)n(C)c(=O)n3C)n2C)cc1 | 3 | 9
COc1ccc(CCNC(=O)Nc2nc(C(N)C3CCCCC3)cs2)cc1OC (stereo not given) | 12 | 4
CCOC(=O)c1ccc(N=C2SC(C(=O)NC)CC(=O)N2Cc2ccc(F)cc2)cc1 (stereo not given) | 14 | -7
CC(C(=O)OCC(=O)Nc1cccc(S(=O)(=O)N2CCOCC2)c1)N1C(=O)c2ccccc2C1=O (stereo not given) | 7 | -3
COC(=O)NCC12CC3CC(C1)CC(CNC(=O)OC)(C3)C2 | 1 | 14

# Compound profiles, as listed above:
# CC1=CCC(C(=O)O)C(C(=O)Nc2cccnc2)C1 (stereo not given) in the list: TAG inh = -1; TAG inh DAPI viability = 7
# COc1ccccc1NC(=O)CSc1nnnn1-c1ccc(C)cc1 in the list: TAG inh = -40; TAG inh DAPI viability = 4
# CC(C)Oc1ccc(C(=O)OC(C)C(=O)NC2CCCCC2C)cc1 (stereo not given) in the list: TAG inh = 20; TAG inh DAPI viability = 9

# Continuation.
SMILES | TAG inh | TAG inh DAPI viability
CCOc1ccccc1C=Nc1ccccc1C(=O)Nc1ccccc1 | 7 | 10
O=C(Nc1cc(Cl)ccc1-n1cncn1)c1cc(F)c(F)c(F)c1F | 5 | -6
CC1CN(C(=O)c2cn3ccccc3n2)CC(C)O1 (stereo not given) | 14 | -11
COc1ccc(Cl)cc1C(=O)NN=C1CCCC1 | -4 | 9
COC(=O)CN1C(=O)N/C(=C/c2ccc(OC)cc2)C1=O | 1 | 8
O=C(CN1CCOCC1)NCC12CC3CC(CC(C3)C1)C2 | -6 | 7
CCn1nc(C(=O)OC2CCOC2=O)c2ccccc2c1=O (stereo not given) | 0 | -5
C=CCn1c(=N)n(CC(O)COc2ccccc2OC)c2ccccc21 (stereo not given) | 6 | 17
COc1ccc(S(=O)(=O)NCc2ccccn2)cc1C | -11 | 0
O=C1OCCN1C(=O)[C@H]1[C@H](c2ccc([N+](=O)[O-])cc2)C(c2ccccc2)=NN1c1ccc(Br)cc1 | 11 | -13
O=C(NNc1nc2c(F)cccc2s1)C1=COCCO1 | 5 | 4
O=C(Nc1ccccc1)c1ccc(S(=O)(=O)N2CCCCC2)cc1 | -2 | 2
O=C(c1cccc(F)c1)n1nnc2ccccc21 | -10 | -10
Fc1ccccc1-c1[nH]ncc1-c1nnnn1-c1ccccc1 | -4 | -8
